Source: PubChem (several laboratories)
PMI inhibitors: inhibitors of human PMI, primary screen, biochemical, fluorescence intensity, coupled assay (AID 1209); inhibition, % at 20 µM, or IC50 in µM where a hit was titrated; purified PMI enzyme, coupled fluorescence intensity; higher % means a stronger effect; 190,000 tested, 0.42% active; in the data active = inhibition above about 50%;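 also: plate controls were DMSO vehicle for no effect and wells lacking substrate for full effect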
T cell HTS: modulates CD8 T cell binding to vesicles | calls only at 7 µM | 330,000 tested, 0.068% active | 2C CD8+ T cell-vesicle binding, flow cytometry; stronger effect = lower value;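 active = response, share of CD8 T cells binding vesicles, and their 90th percentile fluorescence all below set limits, cut at about 80% in these data, passing the limit was not always enough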
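Benchmarks: naked versus QL9-loaded vesicles / Assay system: purified 2C TCR transgenic mouse naive CD8+ T cells / Technique: high-throughput flow cytometry with anti-B7-1 and anti-CD8 staining / Timing: Cell–vesicle co-incubation 1.5 h at 37 °C, staining 20 min on ice / Read-out: percent CD8+ FL2 mean versus row control / Probe or stimulus: QL9-loaded Drosophila micro-vesicles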
Dynein cargo inh: dynein cargo transport inhibition | 220,000 tested, 0.47% active | 3617.4 mouse cells, GR-EGFP nuclear translocation imaging; test concentration mostly 20 µM; stimulated with dexamethasone, 1 µM; stronger effect = lower value | z-score, hits read low;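 active = plate z-score of nuclear minus cytoplasmic receptor signal below a set negative limit, without overly bright fluorescence or cell loss, cut at about -3.5 in these data, passing the limit was not always enough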;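 also: z-score of nuclear minus cytoplasmic ring GR-EGFP intensity difference per well; some compounds called inactive have numbers as strong as hits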
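Buffer or medium: tet-free medium with charcoal-stripped serum / Also added: dexamethasone agonist, 1.0 µM final, for 30 min / Timing: induction 48 h, compound 1 h, agonist 30 min / Measured by: high-content fluorescence imaging after fixation / Read-out: nuclear-to-cytoplasmic GR-EGFP distribution per well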
Ins promoter up: MIN6 insulin promoter up-regulation. 190,000 tested, 0.3% active. MIN6 insulin promoter-GFP reporter, high-content imaging; stronger effect = higher value. z-score at 5 µM;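 active = z-score above 3 at 5 µM with at least 500 cells counted in the well; inconclusive = wells under 500 cells, flagged as cytotoxic or low count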
Hep lipid drop: hepatic lipid droplet formation modulation. AML12 mouse hepatocytes, oleate lipid droplets, BODIPY imaging. 240,000 tested, 0.4% active. inhibition, % at 6.5 µM;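 active = lipid droplet intensity inhibited by at least 50%, with more than 500 cells counted; inconclusive = wells with under 300 cells, treated as cytotoxic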
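Material – AML12 mouse liver cells · Also added – oleate loading, 100 µM · Compound dosing – 6.5 µM single-point dosing · Times – overnight treatment with compound plus oleate · Measured by – fluorescence imaging, 20x objective, two fields per well · Read-out – percent inhibition of filter-corrected integrated lipid droplet intensity per well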
MT stabilizer: microtubule stabilizers in HeLa cells. HeLa tubulin immunostaining HCS, 24 h; share of cells brighter than vehicle mean+2SD. % tubulin-high responders, % at 10 µM. 200,000 tested, 0.83% active;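 active = plate Z-score above 3 for both tubulin-high and condensed-nucleus cell shares, with cell loss under 80%, at 10 µM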;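 also: anti alpha tubulin signal scored within the nucleus-defined area of each cell; some results filed as inactive read as strong as hits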
TNAP activators: stimulation of alkaline phosphatase TNAP activity – biochemical, luminescent, no phosphate acceptor, uHTS, primary screen (AID 1001); 200,000 tested, 0.03% active; purified TNAP, luminescent activation assay, no phosphate acceptor; higher activation fold means a stronger effect; activation fold at 20 µM; hits with a dose series show EC50 in µM; in the data active = activation fold from about 3, or a potency from the dose series; inactive = the rest, 99 in 100 with activation fold below about 1.6; also: many of its hits are not listed in these tables
b-catenin transl: modulators of beta-catenin nuclear translocation | AID 1665 | 190,000 tested, 0.3% active | nuclear translocation activity, % at 5 µM | HeLa beta-catenin nuclear translocation, immunofluorescence imaging;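 active = nuclear translocation activity above 50% at 5 µM, with a well cell count of 50 or more; inconclusive = wells under 50 cells across six images, flagged as toxic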;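 also: per-cell ratio of nuclear to cytoplasmic median beta-catenin stain intensity; plate controls were DMSO negative control for no effect and GSK-3 inhibitor IX positive control for full effect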
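Test system: HeLa cells, endogenous beta-catenin; Compound: single 5 µM dose plus 0.02–20 µM confirmation series; Times: compound exposure 24 h at 37°C; Signal: fluorescence imaging of beta-catenin antibody stain plus DAPI; Read-out: % activation, nuclear-to-cytoplasmic median beta-catenin signal ratio per cell.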
Myeloid diff 2: compounds promoting myeloid differentiation; ER-HoxA9 myeloid progenitors, lysozyme-GFP differentiation, flow cytometry; calls only at 10 µM; 360,000 tested, 1% active;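 active = normalized GFP-positive differentiation at or above the plate's own cutoff, the solvent-only control mean plus 3 SD; inconclusive = no clear call, values can overlap the other calls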;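 also: cells exposed to compound for four days before flow analysis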
Dynein cargo inh cytoplasmic EGFP: also measured in Dynein cargo inh; calls as there; z-score; measured here: cytoplasmic GR-EGFP intensity; stronger effect = higher value
Dynein cargo inh nuclear GR-EGFP: further read-out of Dynein cargo inh, marked with its call; z-score; measured here: nuclear GR-EGFP intensity;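 lower value marks the stronger effect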
Dynein cargo inh cell count: further read-out of Dynein cargo inh, marked with its call; z-score; measured here: cell count per field
Ins promoter up cell count: further read-out of Ins promoter up, marked with its call; cell count; measured here: cytotoxicity, nuclei count;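 total cells summed across four imaged fields per well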
Hep lipid drop cells 6.5 µM: second read-out of Hep lipid drop, no call of its own (marks repeat the call); cell count; measured here: cell count, cytotoxicity flag;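 cells counted across two imaged fields per well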
b-catenin transl cell count 5 µM: also measured in b-catenin transl; calls as there; cell count; measured here: cell count, cytotoxicity flag
T cell HTS vesicle-bound %: second read-out of T cell HTS, no call of its own (marks repeat the call); double positive events, %; measured here: CD8+ vesicle-bound cell fraction;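 binding gate set so that unloaded-vesicle control wells show 10% double positive cells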
MT stabilizer Hoechst-high %: second read-out of MT stabilizer, no call of its own (marks repeat the call); % Hoechst-high responders; measured here: nuclear condensation Hoechst responders;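 share of cells brighter than vehicle mean plus two SD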
MT stabilizer cytotoxicity %: recorded beside MT stabilizer, whose call it bears; toxicity, %; measured here: cytotoxicity by cell density;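 0% = mean cell density of plate MIN control wells and 100% = no cells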
Myeloid diff 2 GFP+ MAC1+ %: further read-out of Myeloid diff 2, marked with its call; GFP+ MAC1+ double positive, %; measured here: differentiation confirmed by MAC1 staining
Active calls of the source: *; i = inactive; ? = inconclusive; / = not tested or not shown. Compounds as they come (roughly 3% active in at least one column).

SMILES	PMI inhibitors	T cell HTS	T cell HTS vesicle-bound %	Dynein cargo inh	Dynein cargo inh cytoplasmic EGFP	Dynein cargo inh nuclear GR-EGFP	Dynein cargo inh cell count	Ins promoter up	Ins promoter up cell count	Hep lipid drop	Hep lipid drop cells 6.5 µM	MT stabilizer	MT stabilizer Hoechst-high %	MT stabilizer cytotoxicity %	TNAP activators	b-catenin transl	b-catenin transl cell count 5 µM	Myeloid diff 2	Myeloid diff 2 GFP+ MAC1+ %
O=C(CN1CCN(c2ccccn2)CC1)Nc1ccccc1	2%	i	12	1.1	-0.26	1	-0.34	1.4	824	-6	751	2.5	1.5	8.1	1.1	-1.4	1093	i	0.7
CSc1ccccc1NC(=O)c1cc(-c2cccs2)on1	4%	i	53	-0.72	-0.25	-0.13	1.5	-0.81	1449	/	/	1.9	1.8	12	1	-0.9	817	i	2.9
Cc1noc(C)c1S(=O)(=O)N1CCC(C(=O)NCCN2CCC(C)CC2)CC1	6%	i	46	0.51	-0.16	0.36	-0.4	0.07	1349	/	/	2.6	3.2	4.0	1.1	-1.0	1451	i	0.4
Cc1c(C(=O)O)cccc1-c1ccc(C=O)o1	-4%	i	45	0.11	-0.24	0.07	0.43	1	1442	-2	624	1.8	2.3	7.1	1.1	-1.0	771	i	0.3
O=C(CCSCCC(=O)NCc1ccccc1)NCc1ccccc1	-2%	i	25	-0.11	-0.21	-0.23	-0.15	/	/	2	854	3.4	1.7	3.4	1.1	/	/	i	14
CCOC(=O)C1CCN(C(=O)CC(NS(=O)(=O)c2ccc(OC)cc2)C(C)C)CC1 (stereo not drawn)	0%	i	38	0.18	0.17	0.12	0.77	-0.1	1240	/	/	1.5	1.2	0.5	1.2	-1.7	812	i	0.7
O=C(NNC(=O)c1cc2ccccc2o1)c1ccc(Cl)cc1	/	i	34	0.33	-0.14	0.63	-1.1	0.46	1209	3	729	/	/	/	/	-1.3	1316	i	0.6
O=[N+]([O-])c1cc(/C=N/O)ccc1N1CCCC1	6%	i	38	0.52	-0.16	0.34	-1	0.05	1081	-8	691	6.1	3.2	6.6	0.9	6.0	779	i	0.3
O=C(NCc1n[nH]c(=S)n1-c1ccc([N+](=O)[O-])cc1)c1ccc(S(=O)(=O)N2CCOCC2)cc1	0%	i	54	0.47	-0.32	0.1	0.23	0.52	1315	13	722	8.6	2.5	1.3	1.1	-1.1	1162	i	0.6
O=C(NCc1nc2ccccc2[nH]1)C1=C[C@H](c2ccc3c(c2)OCO3)C[C@H](OCCCCO)O1	13%	i	21	1.6	-0.25	1.5	-1.4	-0.83	1424	-24	751	1.1	1.3	0.6	1.1	-0.9	1093	i	2.3
COc1ccc(OC)c2[nH]c(=O)c(CCNC(=O)c3cccs3)cc12	10%	i	54	-0.3	-0.29	0.23	0.37	-0.95	1616	17	650	2.3	1.2	4.1	1.1	0.8	945	i	0.3
CCOC(=O)c1ccc(NC(=O)CSc2nc3sc(C(=O)O)c(C)c3c(=O)[nH]2)cc1	-10%	i	64	-0.56	-0.22	0.069	-0.13	1.1	1177	4	700	4.9	3.5	9.2	1.1	-1.1	1116	i	0.6
COc1ccc(N=Cc2cccc(C)c2O)cc1Cl	13%	i	5	-0.97	-0.2	-0.6	-0.17	-0.26	1507	1	696	2.9	2.7	6.5	1	0.7	1076	i	0.0
CC(C)=CCCC1=CCC(/C=N/NC(N)=O)C(C)C1 (stereo not drawn)	-30%	i	4	-0.029	-0.19	0.053	0.71	0.02	1313	5	662	3.0	1.9	5.1	1.1	0.4	1055	i	0.3
COc1ccc(C(=O)NC(NC(=O)c2ccc(OC)cc2)c2ccccc2F)cc1	3%	i	57	-0.32	-0.25	0.035	0.23	-0.74	1480	1	704	1.6	2.1	5.8	1.2	1.6	1494	i	0.0
CC(C)CC1=NN2C(=N)/C(=C\c3coc4ccccc4c3=O)C(=O)N=C2S1	-52%	/	/	0.58	-0.12	0.41	0.34	-0.39	1144	-3	701	3.1	2.0	1.6	0.9	-2.0	1116	i	0.5
CC(C)(C)c1[nH]nc2c1C(Cc1ccccc1)C(C#N)=C(N)O2 (stereo not drawn)	23%	i	4	-0.66	-0.21	-0.31	0.23	0.25	1194	14	709	4.4	4.6	6.8	1.1	-1.1	1076	i	0.3
O=C(CSc1ncn[nH]1)N1CCOCC1	/	i	62	-0.7	-0.32	-0.064	0.64	/	/	-15	626	/	/	/	1	0.1	1491	i	0.5
Fc1ccccc1-n1cc(-c2ccccc2)[nH]c1=S	-1%	i	52	-0.51	-0.22	-0.23	0.57	/	/	3	715	3.6	2.7	4.9	1.1	-1.9	1130	i	0.3
CCN(CC)C(=O)C(C)N(C#N)c1nc(NC(C)C)nc(NC(C)C)n1 (stereo not drawn)	20%	i	46	-0.62	-0.26	-0.026	0.49	-0.07	1306	-6	723	3.9	1.1	31	1.1	/	/	i	1.2
Cc1ccc(S(=O)(=O)N2CCC(=O)N(CCOCc3cccc(F)c3)CC2)cc1	14%	/	/	0.64	-0.22	0.67	0.29	-0.36	956	-3	725	3.4	2.1	2.0	1	/	/	i	1.8
COc1cccc(CN(C(=O)c2ccco2)C(C(=O)NC2CCCC2)c2cccnc2)c1 (stereo not drawn)	-4%	i	22	-0.23	-0.2	0.0054	0.52	0.11	1418	/	/	1.5	1.1	2.2	1.1	0.7	930	i	1.1
COC(=O)c1c(NC(=O)COC(=O)CNC(=O)c2ccco2)sc(C)c1C	8%	i	43	1.1	0.033	0.85	-1.6	-0.01	1524	12	707	2.3	2.7	8.8	1	0.9	1016	i	0.7
Cc1ccc(S(=O)(=O)NC2=NCN(CCN3CCOCC3)CN2)cc1	5%	i	11	-0.91	-0.28	-1	0.14	0.37	1212	/	/	5.0	4.5	8.7	1.1	-7.2	982	i	1.1
C=CCc1cc(C)ccc1OCCCC(C(=O)OCC)C(=O)OCC	12%	i	50	-0.91	-0.23	-0.89	1.2	0.04	1409	5	668	3.2	2.0	6.1	1.2	-2.5	1014	i	1.2
O=C(O)CSc1nnc(COc2cccc3cccnc23)n1-c1cccc(C(F)(F)F)c1	-2%	i	44	0.059	-0.25	0.22	0.07	0.73	1678	-4	680	4.2	1.9	8.4	1.1	2.3	771	/	/
CCCC1C2CN(C(C)C)CC=C2C(C#N)=C(N)C1(C#N)C#N (stereo not drawn)	32%	i	59	4.4	26	9	-1.1	/	/	/	/	5.2	2.3	2.4	1.2	-4.4	1061	i	1.1
Cc1nc2ccc(NC(=O)N(C)c3ccccc3)cc2s1	-1%	i	63	-0.0093	-0.3	-0.14	-0.22	-0.38	1211	-2	724	2.4	2.1	0.8	1	2.0	596	i	0.8
COc1ccc(/C=N/NC(=O)c2ccn[nH]2)cc1COc1ccc(F)cc1	12%	i	23	0.57	-0.22	0.8	0.24	-0.01	1588	/	/	2.8	1.4	8.5	1.3	-2.4	1410	i	2.0
CN(C)S(=O)(=O)N1CCN(c2ccc([N+](=O)[O-])c(NC3CC3)c2)CC1	8%	i	31	-0.46	-0.22	0.28	0.048	0.64	1490	11	735	0.8	1.5	0.7	1	-1.1	1017	i	0.2
CN(C)c1ccc(/C=N/NC(=O)c2ccc3nc[nH]c3c2)cc1	/	i	59	0.24	-0.3	0.16	-0.17	/	/	-19	689	/	/	/	/	5.1	1025	i	1.0
O=C(Cc1ccc(S(=O)(=O)N2CCOCC2)s1)Nc1ccc2c(c1)CCC2	3%	i	9	-0.63	-0.033	-0.37	1.3	-0.16	1173	/	/	1.3	1.3	2.3	1.2	-5.1	1003	i	1.2
Cc1ccc(-n2nc(C)c(NC(=O)CCl)c2C)cc1C	-16%	i	53	-0.1	-0.25	-0.39	0.18	?	/	-22	674	7.1	3.8	9.7	1.1	13	378	i	0.8

Exported bar-delimited: 2 of the compounds above.
SMILES | PMI inhibitors | T cell HTS | T cell HTS vesicle-bound % | Dynein cargo inh | Dynein cargo inh cytoplasmic EGFP | Dynein cargo inh nuclear GR-EGFP | Dynein cargo inh cell count | Ins promoter up | Ins promoter up cell count | Hep lipid drop | Hep lipid drop cells 6.5 µM | MT stabilizer | MT stabilizer Hoechst-high % | MT stabilizer cytotoxicity % | TNAP activators | b-catenin transl | b-catenin transl cell count 5 µM | Myeloid diff 2 | Myeloid diff 2 GFP+ MAC1+ %
C=CCc1cc(C)ccc1OCCCC(C(=O)OCC)C(=O)OCC | 12% | i | 50 | -0.91 | -0.23 | -0.89 | 1.2 | 0.04 | 1409 | 5 | 668 | 3.2 | 2.0 | 6.1 | 1.2 | -2.5 | 1014 | i | 1.2
O=C(O)CSc1nnc(COc2cccc3cccnc23)n1-c1cccc(C(F)(F)F)c1 | -2% | i | 44 | 0.059 | -0.25 | 0.22 | 0.07 | 0.73 | 1678 | -4 | 680 | 4.2 | 1.9 | 8.4 | 1.1 | 2.3 | 771 | / | /
